Bioassay records deposited in PubChem by several laboratories.
GPR55 LPI antagonism: GPR55 antagonists blocking LPI-driven arrestin recruitment, primary screen, imaging, U2OS, beta-arrestin-GFP, LPI agonist (AID 2013) | G-protein coupled receptor 55 (Homo sapiens) | U2OS GPR55 beta-arrestin-GFP translocation imaging, LPI antagonism; higher % means a stronger effect | inhibition, % at 10 µM; hits with a dose series show IC50 in µM | 290,000 tested, 0.13% active;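 active = spots per cell inhibited over 60%, with over 100 cells counted and total cytoplasm intensity under 500,000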;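 also: U2OS cells stably carrying GPR55 and arrestin-GFP stimulated by 5 µM LPI near EC80; imaged beta-arrestin-GFP aggregate spots per cell after agonist stimulation; plate controls were LPI-stimulated DMSO wells for no effect and DMSO wells without LPI for full effect; some results filed as inactive read as strong as hits; confirmed hits need IC50 under 10 µM and bright autofluorescent wells are also inconclusive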
NTR1 ag: agonists of NTR1, primary screen, imaging, U2OS cells, beta-arrestin-GFP, high content (AID 493036). activation, % at 20 µM. NTR1-U2OS beta-arrestin-GFP spot imaging, agonist mode. Neurotensin receptor type 1 (Homo sapiens), P30989. 330,000 tested, 0.17% active;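 active = activation at or above 40% of the spot to cytoplasm intensity ratio, with at least 20 cells analyzed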;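 also: 0% = DMSO without peptide and 100% = 100 nM NTR1 peptide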
Target sequence (P30989 whole entry, looked up): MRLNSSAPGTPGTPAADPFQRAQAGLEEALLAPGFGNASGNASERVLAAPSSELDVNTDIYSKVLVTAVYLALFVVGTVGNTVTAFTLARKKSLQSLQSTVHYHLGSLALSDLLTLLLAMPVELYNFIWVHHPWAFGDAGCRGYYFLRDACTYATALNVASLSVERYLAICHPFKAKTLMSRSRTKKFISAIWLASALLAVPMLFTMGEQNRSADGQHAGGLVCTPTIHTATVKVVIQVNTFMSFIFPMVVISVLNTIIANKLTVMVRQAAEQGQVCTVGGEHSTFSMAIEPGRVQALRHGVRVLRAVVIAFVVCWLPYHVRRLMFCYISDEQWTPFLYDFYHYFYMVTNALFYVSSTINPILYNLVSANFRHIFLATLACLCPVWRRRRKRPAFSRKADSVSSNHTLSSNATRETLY
GPR35 arrestin U2OS: GPR35 antagonists blocking zaprinast-driven arrestin recruitment, primary screen, imaging, U2OS, beta-arrestin-GFP, zaprinast agonist (AID 2058) | G-protein coupled receptor 35 (Homo sapiens) | U2OS GPR35 beta-arrestin-GFP translocation imaging, zaprinast antagonism; higher % means a stronger effect | inhibition, % at 10 µM; hits with a dose series show IC50 in µM | 290,000 tested, 0.052% active;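 active = inhibition of at least 50% with at least 30 cells and total cytoplasm GFP at most 10,000,000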
Yfh1-off respiration: enhancers of respiration in Yfh1-depleted yeast, dose response, Friedreich's ataxia, plus single-dose screen (AID 1465) | S. cerevisiae Yfh1-off respiration, WST-1 reduction, 72 h; higher fold induction means a stronger effect | one-dose fold induction at 50 µM; EC50 in µM for titrated hits | 220,000 tested, 0.074% active;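 active = fold induction of absorbance versus untreated yeast above a set limit, then at least 30% activation at any dose in follow-up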;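 also: activators that raise dye reduction in frataxin-depleted yeast; strong numbers were not always called active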
AID2073: inhibitors of Mint1-CaV2.2 protein interaction, biochemical, HTRF (AID 2073); 290,000 tested, 0.19% active; Voltage-dependent N-type calcium channel subunit alpha-1B (Homo sapiens); inhibition, % at 20 µM; hits with a dose series show IC50 in µM; HTRF protein-protein interaction, Mint1-CaV2.2; higher % means a stronger effect; in the data active = inhibition mostly above about 51%, no sharp cut-off; also: some results filed as inactive read as strong as hits
SV40 large T antigen: SV40 large T antigen inhibitors, biochemical (AID 1903); 310,000 tested, 0.39% active; SV40 large T antigen ATPase/helicase inhibition assay; higher % means a stronger effect; inhibition, % at 20 µM; hits with a dose series show IC50 in µM; in the data active = a potency from the dose series; also: strong numbers were not always called active
MgcRacGAP inhibition: MgcRacGAP GTPase-activating activity inhibitors, confirmation, biochemical, ADP Hunter fluorescence. Rac GTPase-activating protein 1 (Homo sapiens). MgcRacGAP-stimulated Rac1 GTP hydrolysis, ADP Hunter fluorescence; higher % means a stronger effect; GST-tagged Rac1 F28L mutant substrate. one-dose inhibition, % at 30 µM; IC50 in µM for titrated hits. 340,000 tested, 0.6% active. AID 624330, 2012;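 active = first-screen hits whose inhibition reached a set limit at any dose in the follow-up dose series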;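 also: fluorescence reports GDP produced by GAP-driven GTP hydrolysis; strong numbers were not always called active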
Dengue-2 NS5 capping: Dengue-2 NS5 methyltransferase inhibitors, primary screen, biochemical, confirmation dose response (AID 588689) | 340,000 tested, 0.3% active | Genome polyprotein (Dengue virus type 2 (strain 16681-PDK53)) | inhibition, % at 25 µM, or IC50 in µM where a hit was titrated | Dengue-2 NS5 methyltransferase capping enzyme assay, biochemical; higher % means a stronger effect; in the data active = a potency from the dose series
GPR55 beta-arrestin: GPR55 agonists via beta-arrestin recruitment, primary screen, imaging, U2OS cells, beta-arrestin-GFP redistribution (AID 1961); G-protein coupled receptor 55 (Homo sapiens); U2OS GPR55 beta-arrestin-GFP redistribution imaging; higher % means a stronger effect; activation, % at 10 µM, or EC50 in µM where a hit was titrated; 290,000 tested, 0.048% active;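 active = activation above 40% with more than 50 cells counted in the well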;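 also: U2OS osteosarcoma cells stably expressing GPR55 and beta-arrestin-GFP; plate controls were DMSO negative control for no effect and LPI positive control for full effect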
NTR1 ag cell count 20 µM: also measured in NTR1 ag; calls as there; cell count; measured here: cell count, cytotoxicity flag
Dengue-2 NS5 capping pilot replicate: recorded beside Dengue-2 NS5 capping, whose call it bears; inhibition, %; measured here: pilot screen replicate inhibition
Numbers without * were called inactive.

NC1=NC[C@H](Cc2ccc(O)cc2)N1CCC12CC3CC(CC(C3)C1)C2 was read as GPR55 LPI antagonism -4%, NTR1 ag 6.5, GPR35 arrestin U2OS -16%, Yfh1-off respiration inactive, AID2073 4%, SV40 large T antigen 27%, MgcRacGAP inhibition 15%, Dengue-2 NS5 capping -1%, GPR55 beta-arrestin 1.2% and NTR1 ag cell count 20 µM 76.
COc1ccc(-c2nn(C)c(=O)c3ccccc23)cc1CNC(=O)c1ccco1 was read as GPR55 LPI antagonism -7%, NTR1 ag -1.2, GPR35 arrestin U2OS 16%, Yfh1-off respiration inactive, AID2073 0%, SV40 large T antigen 1%, MgcRacGAP inhibition 4%, Dengue-2 NS5 capping -6%, GPR55 beta-arrestin 0.7% and NTR1 ag cell count 20 µM 45.
CC(c1ccccc1)n1c(-c2ccccc2F)n[nH]c1=S (stereo unspecified) was read as GPR55 LPI antagonism 5%, NTR1 ag -0.1, GPR35 arrestin U2OS -7%, AID2073 -27%, SV40 large T antigen 5%, MgcRacGAP inhibition 13%, Dengue-2 NS5 capping -4%, GPR55 beta-arrestin -0.2% and NTR1 ag cell count 20 µM 46.
For Cc1ccc(-c2cc(C(F)(F)F)n3nc(C(=O)Nc4ccon4)cc3n2)cc1C the results were GPR55 LPI antagonism 7%, NTR1 ag 3.5, GPR35 arrestin U2OS -9%, Yfh1-off respiration inactive, AID2073 38%, SV40 large T antigen 30%, MgcRacGAP inhibition 10%, Dengue-2 NS5 capping -2%, GPR55 beta-arrestin -0.1% and NTR1 ag cell count 20 µM 67.
CCC(=NC(C)c1ccccc1)c1c(O)n(C)c(=O)n(C)c1=O (stereo unspecified) was read as GPR55 LPI antagonism -7%, NTR1 ag 0.1, GPR35 arrestin U2OS 11%, Yfh1-off respiration inactive, AID2073 4%, SV40 large T antigen 3%, MgcRacGAP inhibition 5%, Dengue-2 NS5 capping -3%, GPR55 beta-arrestin -0.2%, NTR1 ag cell count 20 µM 83 and Dengue-2 NS5 capping pilot replicate -4.5.
COc1ccc(NC(=O)Cn2nc(C(F)(F)F)c3c2CCCC3)cc1OC was read as GPR55 LPI antagonism -9%, NTR1 ag 0.2, GPR35 arrestin U2OS 7%, Yfh1-off respiration inactive, AID2073 -2%, SV40 large T antigen -1%, MgcRacGAP inhibition 2%, Dengue-2 NS5 capping -7%, GPR55 beta-arrestin -0.3% and NTR1 ag cell count 20 µM 95.
`COc1cccc(CNC(C)C(=O)Nc2ccc3c(c2)OCCO3)c1` (stereo unspecified) gave GPR55 LPI antagonism 0%, NTR1 ag 1.7, GPR35 arrestin U2OS -12%, Yfh1-off respiration inactive, AID2073 -11%, SV40 large T antigen 6%, MgcRacGAP inhibition 21%, Dengue-2 NS5 capping -5%, GPR55 beta-arrestin 0.8% and NTR1 ag cell count 20 µM 59.
For COc1ccc2[nH]c3c(=O)n(Cc4ccc(C(=O)N5CCCCCC5)cc4)c(=S)[nH]c3c2c1 the results were GPR55 LPI antagonism 4%, NTR1 ag 0.6, GPR35 arrestin U2OS -4%, Yfh1-off respiration inactive, AID2073 26%, SV40 large T antigen 18%, MgcRacGAP inhibition 6%, Dengue-2 NS5 capping 2%, GPR55 beta-arrestin -0.1% and NTR1 ag cell count 20 µM 27.
COc1ccc(N2CCN(C(=O)COC(=O)c3oc4ccc(OC)cc4c3C)CC2)cc1 was read as NTR1 ag 2.3, SV40 large T antigen 31%, MgcRacGAP inhibition 5%, Dengue-2 NS5 capping 4% and NTR1 ag cell count 20 µM 58.
COc1ccc(OC)c(CCNC(=O)CCc2nnc3ccc(N4CCCCC4)nn23)c1 was read as GPR55 LPI antagonism 20%, NTR1 ag 2.4, GPR35 arrestin U2OS 18%, AID2073 4%, SV40 large T antigen 7%, MgcRacGAP inhibition -25%, Dengue-2 NS5 capping -6%, GPR55 beta-arrestin 0.0% and NTR1 ag cell count 20 µM 62.
For CC1Cc2cc(/C(O)=C3/C(=O)C(=O)N(Cc4ccncc4)C3c3ccc(N(C)C)cc3)ccc2O1 (stereo unspecified) the results were GPR55 LPI antagonism 1%, NTR1 ag 0.2, GPR35 arrestin U2OS 0%, AID2073 -7%, SV40 large T antigen 5%, MgcRacGAP inhibition 2%, Dengue-2 NS5 capping -9%, GPR55 beta-arrestin -0.2% and NTR1 ag cell count 20 µM 54.
Screening COc1ccccc1/C=C\C=N\n1c(-c2ccc(Cl)cc2)n[nH]c1=S returned GPR55 LPI antagonism 2%, NTR1 ag 49*, GPR35 arrestin U2OS -4%, Yfh1-off respiration inactive, AID2073 0%, SV40 large T antigen 10%, MgcRacGAP inhibition 9%, Dengue-2 NS5 capping 9%, GPR55 beta-arrestin -0.8% and NTR1 ag cell count 20 µM 35*.
Screening Cc1ccc(C(=O)NCCn2c(N)c(C#N)c3nc4ccccc4nc32)cc1 returned GPR55 LPI antagonism 16%, NTR1 ag -2.1, GPR35 arrestin U2OS 3%, Yfh1-off respiration inactive, AID2073 25%, SV40 large T antigen 5%, MgcRacGAP inhibition 6%, Dengue-2 NS5 capping -12%, GPR55 beta-arrestin -0.1% and NTR1 ag cell count 20 µM 75.
Nc1nn(S(=O)(=O)c2ccccc2)cc1-c1cccc([N+](=O)[O-])c1 was read as GPR55 LPI antagonism -14%, NTR1 ag -0.1, GPR35 arrestin U2OS -9%, Yfh1-off respiration inactive, AID2073 41%, SV40 large T antigen 10%, MgcRacGAP inhibition 4%, Dengue-2 NS5 capping 0%, GPR55 beta-arrestin -0.1% and NTR1 ag cell count 20 µM 47.
`Cc1ccccc1Oc1ccc(Oc2ccccc2C)nn1` gave GPR55 LPI antagonism 7%, NTR1 ag -0.4, GPR35 arrestin U2OS 2%, Yfh1-off respiration inactive, AID2073 -5%, SV40 large T antigen 26%, MgcRacGAP inhibition 14%, Dengue-2 NS5 capping -4%, GPR55 beta-arrestin -0.5% and NTR1 ag cell count 20 µM 36.
Screening Nc1c([N+](=O)[O-])c(=O)oc2ccccc12 returned GPR55 LPI antagonism -1%, NTR1 ag -0.4, GPR35 arrestin U2OS -16%, Yfh1-off respiration inactive, AID2073 44%, SV40 large T antigen 12%, MgcRacGAP inhibition 4%, Dengue-2 NS5 capping -4%, GPR55 beta-arrestin -0.2% and NTR1 ag cell count 20 µM 29.
O=C(O)c1ccc(Cl)c(S(=O)(=O)Nc2cccc(C(=O)Nc3cccc(C(F)(F)F)c3)c2)c1 was read as GPR55 LPI antagonism 14%, NTR1 ag -1.8, GPR35 arrestin U2OS -1%, Yfh1-off respiration inactive, AID2073 4%, SV40 large T antigen 15%, MgcRacGAP inhibition 11%, Dengue-2 NS5 capping -5%, GPR55 beta-arrestin 0.0% and NTR1 ag cell count 20 µM 65.
For CC/C(O)=C(\C#N)c1nnc2n1CCCCC2 the results were GPR55 LPI antagonism 21%, NTR1 ag -1.0, GPR35 arrestin U2OS 2%, Yfh1-off respiration inactive, AID2073 -4%, SV40 large T antigen 9%, MgcRacGAP inhibition 3%, Dengue-2 NS5 capping -4%, GPR55 beta-arrestin -0.1% and NTR1 ag cell count 20 µM 62.
For O=C(O)c1nccnc1C(=O)Nc1ccccc1N1CCOCC1 the results were GPR55 LPI antagonism -3%, NTR1 ag -0.7, GPR35 arrestin U2OS -10%, Yfh1-off respiration inactive, AID2073 1%, SV40 large T antigen 2%, MgcRacGAP inhibition -6%, Dengue-2 NS5 capping 8%, GPR55 beta-arrestin -0.2% and NTR1 ag cell count 20 µM 58.
For CNC(=O)Cn1ncc2c(C)n(Cc3ccc(C)cc3)c(C)c2c1=O the results were GPR55 LPI antagonism -9%, NTR1 ag -0.8, GPR35 arrestin U2OS 0%, Yfh1-off respiration inactive, AID2073 1%, SV40 large T antigen 14%, MgcRacGAP inhibition 11%, Dengue-2 NS5 capping -7%, GPR55 beta-arrestin -0.1% and NTR1 ag cell count 20 µM 39.
Screening COc1ccc(C(=O)NC(=S)NCc2ccco2)cc1OC returned GPR55 LPI antagonism 7%, NTR1 ag 1.8, GPR35 arrestin U2OS -4%, Yfh1-off respiration inactive, AID2073 -8%, SV40 large T antigen 8%, MgcRacGAP inhibition 4%, Dengue-2 NS5 capping -2%, GPR55 beta-arrestin 0.3% and NTR1 ag cell count 20 µM 50.
`Cc1ccc(C(=O)NNC(=O)c2ccc(C)cc2)cc1` gave GPR55 LPI antagonism 1%, NTR1 ag 1.4, GPR35 arrestin U2OS -19%, Yfh1-off respiration inactive, AID2073 18%, SV40 large T antigen 7%, MgcRacGAP inhibition 3%, Dengue-2 NS5 capping 3%, GPR55 beta-arrestin -0.2% and NTR1 ag cell count 20 µM 51.
For O=C(Nc1cccnc1)c1cc(-c2ccc3c(c2)OCO3)on1 the results were GPR55 LPI antagonism 10%, NTR1 ag -0.3, GPR35 arrestin U2OS 21%, Yfh1-off respiration inactive, AID2073 1%, SV40 large T antigen 4%, MgcRacGAP inhibition 3%, Dengue-2 NS5 capping -2%, GPR55 beta-arrestin 0.3% and NTR1 ag cell count 20 µM 78.
Screening O=C1C2C3C=CC(C3)C2C(=O)N1CNc1ccc(O)cc1 (stereo unspecified) returned GPR55 LPI antagonism -9%, NTR1 ag -1.6, GPR35 arrestin U2OS -13%, Yfh1-off respiration inactive, AID2073 31%, SV40 large T antigen 37%, GPR55 beta-arrestin -0.3% and NTR1 ag cell count 20 µM 87.
`Brc1ccc(OCc2nnnn2-c2ccccc2)cc1` gave GPR55 LPI antagonism -17%, NTR1 ag 0.8, GPR35 arrestin U2OS -9%, Yfh1-off respiration inactive, AID2073 -6%, SV40 large T antigen 8%, MgcRacGAP inhibition 9%, Dengue-2 NS5 capping -6%, GPR55 beta-arrestin -0.3% and NTR1 ag cell count 20 µM 37.
Screening Cc1ccc(NC(=O)c2ccc(Cl)nc2)cc1 returned GPR55 LPI antagonism 4%, NTR1 ag 0.0, GPR35 arrestin U2OS 2%, Yfh1-off respiration inactive, AID2073 21%, SV40 large T antigen 1%, MgcRacGAP inhibition 2%, Dengue-2 NS5 capping -6%, GPR55 beta-arrestin 1.2% and NTR1 ag cell count 20 µM 58.
